IL2 activator = qHTS of IL-2 Activators; 0.065% of 360,000 active; AID 652025, 2013; activation, % (series mostly up to about 46 µM); IL-2 activation reporter assay, cell-based qHTS; stimulated with anti-CD3/CD4/CD28 beads; in transgenic mouse T cells; in the data active = activation above about 50%; inconclusive = mostly about 30% to 49%; also: 0% is about no effect
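Unstimulated transgenic mouse T cells; 60-min compound exposure; bead-based TCR/CD4/CD28 stimulation; 18 h culture, 37 degrees C; dual fluorescence (EGFP, DsRed) plate cytometry.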
Nrf2 activator = qHTS of Nrf2 Activators. AREc32 ARE-luciferase reporter (MCF7-derived line), luminescence, 24 h. Potency, µM (highest dose often 46.1 µM), inactives show at the top dose activation, hits mostly activators. 0.31% of 410,000 active; also: potency is read from the fitted curve at half-maximal effect; % of control where 0% means no effect; nearly all actives have a fitted effect of over 65% in size
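Nrf2 activation is followed as ARE-luciferase induction in the AREc32 line after one day of compound treatment; luminescence is read with Steady-Glo.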
TGFb inhibitor = qHTS for Inhibitors of TGF-b; Potency, µM (doses to about 46.1 µM), for inactives: top-dose activity, negative = inhibition, actives largely listed as inhibitors; HepG2 CAGA-GFP TGF-b/SMAD3 reporter, GFP fluorescence, 18 h; TGF-beta stimulated, 500 pg/mL final; 1.2% of 410,000 active; AID 588855, 2011; also: potency is read from the fitted curve at half-maximal effect; % is scaled to controls: 0 for no effect and ±100 for the full control effect; nearly all actives have a fitted effect of over 65% in size
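Inhibition of TGF-beta-driven CAGA-GFP reporter expression in HEPG2 cells is measured by cellular GFP fluorescence after 18 h stimulation with 500 pg/mL recombinant TGF-beta in 1% FBS medium at 37 degrees C.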
EPAC2 agonist = qHTS for Agonist of cAMP-regulated guanine nucleotide exchange factor 4 (EPAC2): primary screen; Rap guanine nucleotide exchange factor 4 (Homo sapiens), Q8WZA2; EPAC2 activation, biochemical qHTS; response scale: 100% = 6.5 mM cAMP response; Potency, µM (titrated, usually from 154 µM), for the others: at the top dose activation, hits mostly activators; 0.079% of 360,000 active; AID 720711, 2013; also: potency is read from the fitted curve at half-maximal effect; nearly all actives have a fitted effect of over 50% in size
Target sequence (Q8WZA2 whole entry, looked up): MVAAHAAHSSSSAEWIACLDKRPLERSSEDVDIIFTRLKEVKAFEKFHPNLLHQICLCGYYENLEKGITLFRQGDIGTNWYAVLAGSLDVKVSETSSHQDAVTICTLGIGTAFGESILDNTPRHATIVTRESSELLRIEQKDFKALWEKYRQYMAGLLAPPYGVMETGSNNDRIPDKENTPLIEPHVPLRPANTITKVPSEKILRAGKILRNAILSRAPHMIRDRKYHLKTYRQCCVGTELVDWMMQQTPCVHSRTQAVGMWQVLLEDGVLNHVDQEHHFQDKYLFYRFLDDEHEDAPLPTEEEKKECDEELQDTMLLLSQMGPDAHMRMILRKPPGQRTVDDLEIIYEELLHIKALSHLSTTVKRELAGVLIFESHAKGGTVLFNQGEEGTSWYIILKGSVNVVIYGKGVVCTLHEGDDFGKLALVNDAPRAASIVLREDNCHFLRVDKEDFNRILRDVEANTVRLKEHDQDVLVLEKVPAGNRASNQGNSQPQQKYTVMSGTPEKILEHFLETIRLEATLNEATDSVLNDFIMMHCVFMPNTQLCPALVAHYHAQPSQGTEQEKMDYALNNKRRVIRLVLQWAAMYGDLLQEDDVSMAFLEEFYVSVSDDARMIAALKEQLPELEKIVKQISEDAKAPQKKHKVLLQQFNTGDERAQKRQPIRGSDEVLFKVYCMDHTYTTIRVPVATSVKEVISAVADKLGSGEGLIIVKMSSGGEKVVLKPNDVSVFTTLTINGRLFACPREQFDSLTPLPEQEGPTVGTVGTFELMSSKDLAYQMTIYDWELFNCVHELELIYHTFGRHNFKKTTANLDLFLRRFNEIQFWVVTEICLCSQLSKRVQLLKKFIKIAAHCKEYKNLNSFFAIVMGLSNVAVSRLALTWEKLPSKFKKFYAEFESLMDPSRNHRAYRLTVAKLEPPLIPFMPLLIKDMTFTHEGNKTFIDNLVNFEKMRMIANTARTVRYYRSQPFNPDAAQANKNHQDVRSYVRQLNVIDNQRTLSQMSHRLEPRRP
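In this primary screen, activation is scored as increased exchange of BODIPY-GDP from Rap1B by 100 nM EPAC2, with 50 uM GDP as competitor. Signal is normalized to the 6.5 mM cAMP agonist control.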
ATXN viability = Viability Counterscreen for Primary qHTS for Inhibitors of ATXN expression | S2 cells (HEK-293 line with an ATXN2-luciferase reporter) viability, CellTiter-Fluor protease fluorescence, 24 h | Potency, µM (doses to about 56.7 µM), usual class: cytotoxic | 0.49% of 400,000 active; also: potency is read from the fitted curve at half-maximal effect; nearly all actives have a fitted effect of over 40% in size
HepG2 viability = qHTS for Inhibitors of TGF-b: Cytotox Counterscreen; HepG2 CAGA-GFP viability, ATP luminescence, 18 h; Potency, µM (titrated, usually from 46.1 µM), inactives show top-dose activity change, negative = cytotoxicity, most hits filed as cytotoxic; 0.76% of 410,000 active; AID 588856, 2011; also: potency is read from the fitted curve at half-maximal effect; some results filed as inactive show a strong effect at the top dose
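CellTiter-Glo luminescence gave cytotoxicity after 18 hours at 37 degrees C. The cells were HepG2 CAGA-GFP in 1% FBS DMEM, stimulated with 500 pg/mL TGF-beta after compound addition. %Activity was normalised to no-cell wells (complete cell-killing) and DMSO (no toxicity), and curves were fitted and classified.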
A549 viability = Nrf2 qHTS screen for inhibitors: counterscreen for cytotoxicity; 0.16% of 390,000 active; AID 504648, 2011; Potency, µM (doses to about 46 µM), for the others: top-dose activity change, negative = cytotoxicity, actives largely listed as inhibitors; A549 ARE-Fluc cells, CellTiter-Fluor viability, 18-24 h; also: potency is read from the fitted curve at half-maximal effect; % is scaled to controls: 0 for no effect and ±100 for the full control effect
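A549 ARE_Fluc cells in 5% FBS OPTI-MEM were exposed to compounds in concentration-response for 18-24 h at 37 deg C. Viability was read by CellTiter-Fluor fluorescence (Ex 405/Em 525) after 30 min, before the luciferase read.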
ATXN2 expr inh = Primary qHTS for Inhibitors of ATXN expression. HEK-293 ATXN2-luciferase reporter, luminescence, 24 h. Potency, µM (highest dose often 57 µM), without a hit: at the top dose activity change, negative = inhibition, actives largely listed as inhibitors. 0.72% of 360,000 active. AID 1745845, 2022; also: potency is read from the fitted curve at half-maximal effect; % is scaled to controls: 0 for no effect and ±100 for the full control effect; nearly all actives have a fitted effect of over 55% in size
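ATXN2-luciferase reporter cells (luciferase flanked by upstream and downstream ATXN2 gene portions) were treated 24 h at 37 °C with compounds at up to 57 uM. SteadyGlo luminescence gave expression; GF-AFC fluorescence gave viability.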
Nrf2 inh = Nrf2 qHTS screen for inhibitors; A549 ARE-Fluc reporter, luciferase luminescence, 18-24 h; Potency, µM (doses to about 46 µM), for inactives: at the top dose activity change, negative = inhibition, usual class: inhibitors; 2.1% of 360,000 active; AID 504444, 2011; also: potency is read from the fitted curve at half-maximal effect; % is scaled to controls: 0 for no effect and ±100 for the full control effect; nearly all actives have a fitted effect of over 60% in size
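Cells were seeded and rested 2 h, then exposed to compounds for 18-24 h. CellTiter-Fluor was read first as a viability measure. BugLite was added 15 min before the final luminescent read of ARE-luciferase activity in A549 cells.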
The depositor's hits bear a star; [ ] = another dose, or the depositor's remark. Unless noted, calls follow the shape of the dose curve; as a rule, active = well fitted curve in the direction sought with a large enough effect; inconclusive = small, poorly fitted or top-dose-only effect, or another doubt; inactive = no such curve, though single readings can be large; an effect the other way counts as inactive or inconclusive.

CCOc1ccc(CCNC(=O)c2cccc(S(=O)(=O)N3CC(C)OC(C)C3)c2)cc1OCC (stereo not drawn) was read as IL2 activator -0.4, Nrf2 activator 0.1%, TGFb inhibitor -15%, EPAC2 agonist 2%, ATXN viability inactive, HepG2 viability 7%, A549 viability -4%, ATXN2 expr inh -13% and Nrf2 inh -22%.
`Cc1ccc(-n2c(Cc3ccccc3)n[nH]c2=S)cc1` gave IL2 activator 1.3, Nrf2 activator 0.3%, TGFb inhibitor -18%, EPAC2 agonist 5%, ATXN viability inactive, HepG2 viability 0%, A549 viability -2%, ATXN2 expr inh 2% and Nrf2 inh 1%.
For Cc1ccc(C2OC(=O)C=C2c2ccccc2)cc1 (stereo not drawn) the results were IL2 activator 0.5, Nrf2 activator -0.1%, TGFb inhibitor 14%, EPAC2 agonist 8%, ATXN viability inactive, HepG2 viability 3%, A549 viability -1%, ATXN2 expr inh 5% and Nrf2 inh -16%.
CCn1cc(C(=O)N2CCN(c3ccccc3F)CC2)c(=O)c2ccc(C)nc21 was read as IL2 activator 3.4, Nrf2 activator 0.0%, TGFb inhibitor -1%, EPAC2 agonist 12%, ATXN viability inactive, HepG2 viability -1%, A549 viability -6%, ATXN2 expr inh 0% and Nrf2 inh -1%.
For Cc1cc(C)c(NC(=O)c2c[nH]c(=S)n2-c2ccc(F)cc2)c(C)c1 the results were IL2 activator -0.4, Nrf2 activator -1.1%, TGFb inhibitor -13%, EPAC2 agonist 2%, ATXN viability inactive, HepG2 viability 14%, A549 viability -6% and Nrf2 inh 7%.
Screening CCOC(=O)c1ccc(Nc2c(OCC)c(=O)c2=O)cc1 returned IL2 activator 1.4, Nrf2 activator 2.8%, TGFb inhibitor 6%, EPAC2 agonist 3%, ATXN viability inactive, HepG2 viability -11%, A549 viability 2%, ATXN2 expr inh -8% and Nrf2 inh -14%.
O=C(CSc1ncccn1)NNC(=O)c1ccccc1 was read as IL2 activator -2.3, Nrf2 activator 0.4%, TGFb inhibitor 7%, EPAC2 agonist 14%, ATXN viability inactive, HepG2 viability 4%, A549 viability 3%, ATXN2 expr inh 2% and Nrf2 inh -10%.
For O=C(Nc1ccc(Cl)cc1F)c1ccc(-n2cncn2)cc1 the results were IL2 activator -0.2, Nrf2 activator -0.3%, TGFb inhibitor 10%, EPAC2 agonist 7%, ATXN viability inactive, HepG2 viability 10%, A549 viability -3%, ATXN2 expr inh 6% and Nrf2 inh -3%.
Screening O=C(Oc1ccc(C(=S)N2CCOCC2)cc1)c1ccccc1F returned IL2 activator 0.3, Nrf2 activator 2.7%, TGFb inhibitor 4%, EPAC2 agonist -8%, ATXN viability inactive, HepG2 viability 16%, A549 viability 4% and Nrf2 inh 11%.
For Cc1ccc(S(=O)(=O)NC2CCCCCC2)cc1 the results were IL2 activator -1.4, Nrf2 activator -0.4%, TGFb inhibitor -12%, EPAC2 agonist 0%, ATXN viability inconclusive, HepG2 viability -26%, A549 viability -7%, ATXN2 expr inh -12% and Nrf2 inh -9%.
For Cc1ccc(-c2nn3c(C)nnc3s2)cc1NC(=O)c1ccco1 the results were IL2 activator -2.8, Nrf2 activator 5.6%, TGFb inhibitor 12%, EPAC2 agonist 10%, ATXN viability inactive, HepG2 viability 3%, A549 viability -2%, ATXN2 expr inh 3% and Nrf2 inh 2%.
CSc1ccc(/C=C/C(=O)OCC(=O)N2CCCCCC2)cc1 was read as IL2 activator -0.4, Nrf2 activator 4.2%, TGFb inhibitor 0%, EPAC2 agonist -6%, ATXN viability inconclusive, HepG2 viability -4%, A549 viability -2%, ATXN2 expr inh -3% and Nrf2 inh -6%.

The last 2 records of the section before are carried over, then new ones follow.
For Cc1ccc(-c2nn3c(C)nnc3s2)cc1NC(=O)c1ccco1 the results were IL2 activator -2.8, Nrf2 activator 5.6%, TGFb inhibitor 12%, EPAC2 agonist 10%, ATXN viability inactive, HepG2 viability 3%, A549 viability -2%, ATXN2 expr inh 3% and Nrf2 inh 2%.
CSc1ccc(/C=C/C(=O)OCC(=O)N2CCCCCC2)cc1 was read as IL2 activator -0.4, Nrf2 activator 4.2%, TGFb inhibitor 0%, EPAC2 agonist -6%, ATXN viability inconclusive, HepG2 viability -4%, A549 viability -2%, ATXN2 expr inh -3% and Nrf2 inh -6%.
`COc1ccc(CNS(=O)(=O)c2ccc(-n3cnnn3)c(C)c2)cc1` gave IL2 activator 2.2, Nrf2 activator -0.5%, TGFb inhibitor 7%, EPAC2 agonist 6%, ATXN viability inactive, HepG2 viability 10%, A549 viability -1%, ATXN2 expr inh 9% and Nrf2 inh -18%.
C=CCOn1c(=O)c(-c2ccccc2)[n+]([O-])c2ccccc21 was read as IL2 activator -0.7, Nrf2 activator 0.3%, TGFb inhibitor -2%, EPAC2 agonist 5%, ATXN viability inconclusive, HepG2 viability -11%, A549 viability 6%, ATXN2 expr inh -36% and Nrf2 inh 0%.
`Cc1ccc(NC(=O)C2CCN(C(=O)c3ccccc3C)CC2)cc1` gave IL2 activator 2.1, Nrf2 activator 0.1%, TGFb inhibitor -19%, EPAC2 agonist -3%, ATXN viability inactive, HepG2 viability 18%, A549 viability 3%, ATXN2 expr inh -26%[11.3 µM] and Nrf2 inh -39%.
For Nc1cccc2c1C(=O)N(C(=O)c1ccc(S(=O)(=O)N3CCCCCC3)cc1)C2=O the results were IL2 activator -1.3, Nrf2 activator -0.4%, TGFb inhibitor -2%, EPAC2 agonist -3%, HepG2 viability -2%, A549 viability 22%, ATXN2 expr inh -1% and Nrf2 inh 5%.
For CCc1n[nH]c(=O)n1Cn1c(CC)n[nH]c1=O the results were IL2 activator -0.2, Nrf2 activator -0.9%, TGFb inhibitor -24%, EPAC2 agonist 4%, ATXN viability inactive, HepG2 viability 0%, A549 viability 8%, ATXN2 expr inh 3% and Nrf2 inh 12%.
Screening CC(C)(C)N=C1NN=C(c2cc3ccccc3o2)CS1 returned IL2 activator 0.7, Nrf2 activator 21%, TGFb inhibitor -16%, EPAC2 agonist 3%, ATXN viability inactive, HepG2 viability -9%, A549 viability -12%, ATXN2 expr inh 58%[activator] and Nrf2 inh inconclusive.
Cc1ccc(NC(=S)NC(=O)C2CCCC2)cc1C was read as IL2 activator -4.4, Nrf2 activator 3.7%, TGFb inhibitor -27%, EPAC2 agonist 19%, ATXN viability inactive, HepG2 viability -19%, A549 viability 4%, ATXN2 expr inh 54%[activator] and Nrf2 inh 29%.
For COc1ccc(Cn2c(C(=O)O)c(CNCc3ccc(SC)cc3)c3ccc(OC)cc32)cc1 the results were Nrf2 activator 8.4%, TGFb inhibitor inconclusive, HepG2 viability -70%, A549 viability inconclusive and Nrf2 inh -22%.
`CCN(c1ncnc2c1c(-c1ccccc1)cn2-c1ccccc1)C1CCCCC1` gave Nrf2 activator -1.1%, TGFb inhibitor -1%, HepG2 viability -15% and A549 viability 10%.
`O=C(NC1C(=O)NNC1c1ccccc1)c1ccc(F)cc1` (stereo not drawn) gave IL2 activator -0.8, Nrf2 activator 4.6%, TGFb inhibitor -3%, EPAC2 agonist 4%, ATXN viability inactive, HepG2 viability 3%, A549 viability -6%, ATXN2 expr inh -2% and Nrf2 inh 15%.
For O=C(N1CCCC1)C(F)(F)Oc1ccc(F)cc1 the results were IL2 activator 1.3, Nrf2 activator 1.9%, TGFb inhibitor 3%, EPAC2 agonist 0%, ATXN viability inactive, HepG2 viability 3%, A549 viability -11%, ATXN2 expr inh 31% and Nrf2 inh 17%.
`CCOc1ccc(C(Nc2ccc(C)cc2)P2(=O)OCCCO2)cc1` (stereo not drawn) gave IL2 activator -0.5, Nrf2 activator -0.4%, TGFb inhibitor 31%, EPAC2 agonist -83%[15.6 µM], ATXN viability inactive, HepG2 viability 18%, A549 viability 3%, ATXN2 expr inh -8% and Nrf2 inh 17%.
CCOC(=O)c1c(C)[nH]c(C(=O)COC(=O)C2=NNC(=O)CC2)c1C was read as IL2 activator 1.8, Nrf2 activator 2.6%, TGFb inhibitor -7%, EPAC2 agonist 4%, ATXN viability inactive, HepG2 viability -17%, A549 viability 1%, ATXN2 expr inh 9% and Nrf2 inh 18%.
Screening COc1ccc2c(c1OC)c(=O)n1c3ccc(OC(C)C(=O)NCCCN4CCOCC4)cc3c3ccnc2c31 (stereo not drawn) returned IL2 activator -0.5, Nrf2 activator 4.8%, TGFb inhibitor 22%, EPAC2 agonist 1%, ATXN viability inactive, HepG2 viability -10%, A549 viability inconclusive, ATXN2 expr inh -10% and Nrf2 inh 7%.
For Cc1ccc(OCC(=O)NNC(=S)NC(=O)c2ccc(Br)o2)c(C)c1 the results were IL2 activator -2.6, Nrf2 activator -0.1%, TGFb inhibitor 0%, EPAC2 agonist -6%, ATXN viability inactive, HepG2 viability 0%, A549 viability -8%, ATXN2 expr inh -12% and Nrf2 inh inconclusive.
`COc1nc(OCC#N)nc(N2CCCCC2)n1` gave IL2 activator 0.1, Nrf2 activator -0.1%, TGFb inhibitor inconclusive, EPAC2 agonist 1%, ATXN viability inconclusive, HepG2 viability -4%, A549 viability -9%, ATXN2 expr inh -18% and Nrf2 inh 1%.
Cc1cc(C)nc(NC(=O)c2ccc(Cl)c([N+](=O)[O-])c2)n1 was read as IL2 activator -1.3, Nrf2 activator inconclusive, TGFb inhibitor -28%, EPAC2 agonist 15%, ATXN viability inactive, HepG2 viability -39%, A549 viability -3%, ATXN2 expr inh -11% and Nrf2 inh -4%.
`Cc1oc2c(O)c(O)ccc2c(=O)c1-c1ccccc1` gave IL2 activator 0.3, Nrf2 activator -0.4%, TGFb inhibitor -15%, EPAC2 agonist 12%, ATXN viability inactive, HepG2 viability -11%, A549 viability -19%, ATXN2 expr inh -21% and Nrf2 inh -5%.

Screening data (PubChem BioAssay)
